Source: PubChem BioAssay
mcGAS lum = inhibitors of mouse cGAS; Q8C6L5; recombinant cGAS, Kinase-Glo ATP depletion luminescence; inhibition, % at 12.5 µM; 160,000 compounds, 0.15% hits; AID 1259399;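 also: 0% = negative control wells and 100% = reference inhibitor with no enzyme activity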
hcGAS inh = blocks human cGAS activity. Q8N884. recombinant h-cGAS, ATP depletion, Kinase-Glo luminescence. inhibition, % at 12.5 µM. 290,000 compounds, 0.081% hits;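 also: 0% = vehicle reaction and 100% = reaction without DNA for no activity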
Target sequence (Q8N884 whole entry, looked up): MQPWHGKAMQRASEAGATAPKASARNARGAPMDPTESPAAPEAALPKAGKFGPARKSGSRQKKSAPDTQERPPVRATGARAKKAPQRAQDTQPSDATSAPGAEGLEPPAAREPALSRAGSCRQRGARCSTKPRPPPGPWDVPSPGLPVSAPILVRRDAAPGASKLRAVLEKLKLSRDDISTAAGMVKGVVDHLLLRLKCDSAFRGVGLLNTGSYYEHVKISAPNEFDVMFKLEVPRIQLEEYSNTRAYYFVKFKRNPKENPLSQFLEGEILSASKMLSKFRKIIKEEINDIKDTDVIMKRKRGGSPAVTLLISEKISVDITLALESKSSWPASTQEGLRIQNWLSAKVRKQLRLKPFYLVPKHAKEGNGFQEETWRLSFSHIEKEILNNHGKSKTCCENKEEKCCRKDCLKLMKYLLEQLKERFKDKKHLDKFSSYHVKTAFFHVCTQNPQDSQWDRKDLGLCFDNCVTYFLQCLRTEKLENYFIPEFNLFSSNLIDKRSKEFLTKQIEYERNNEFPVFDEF
NPYLR7 ag = mosquito NPYLR7 agonism; 270,000 compounds, 0.15% hits; HEK293T NPYLR7/Galpha15, GCaMP6s calcium fluorescence; AID 1259423; activation, % at 10 µM; in the data active = activation above about 40%;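 also: 0% = vehicle and 100% = reference agonist at the receptor; some compounds past the cut are filed as inactive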
An asterisk follows results filed as active; . = not tested or not shown; & = joins results of further samples. Rule as the data show it, unless noted: active = inhibition above about 40%; inactive = the rest.

no. | SMILES | hcGAS inh | NPYLR7 ag | mcGAS lum
1 | O=C(Cc1cccc(Cl)c1)N1CCOC(COc2cccc(C(F)(F)F)c2)C1 (stereo not drawn) | -0.6 | -6.3 | -1.9
2 | Cc1c(C(=O)N2CCCCCC2(C)C(=O)NCC(C)C)oc2ccccc12 (stereo not drawn) | 14.1 | -8.7 | 4.9
3 | CCCCn1nc(C)c2c1NC(=O)CC2c1cc2ccccc2n1C (stereo not drawn) | -3.4 | 0.5 | -9.8
4 | COc1ccc(S(=O)(=O)N2CCCCCC2)cc1NC(=O)CCl | -7.3 | -5.0 | .
5 | Cc1cc(CN(C)C(=O)Nc2nc(C)ns2)ccn1 | -6.6 | -5.0 | -12.1
6 | COc1cc(C2SCCN2C(=O)Nc2cc(C(F)(F)F)cc(C(F)(F)F)c2)ccc1OCc1ccccc1 (stereo not drawn) | -0.1 | 19.4 | -4.0
7 | CCn1c(C2CCN(Cc3cccc(OCC(N)=O)c3)CC2)nn(C)c1=O | -4.0 | -0.3 | -18.9
8 | Cc1cccc(C)c1OCCOCC(O)CN1CCN(c2ccccn2)CC1 (stereo not drawn) | -9.5 | -5.0 | .
9 | CCc1nc(-n2ccc3nc4ccn(C5CCCCCC5)c(=O)c4cc3c2=O)n[nH]1 | -0.6 | 1.4 | .
10 | COC(=O)C(C)Sc1nc2ccccc2c(=O)n1-c1cccc(OC)c1 (stereo not drawn) | -1.7 | 11.5 | -1.6
11 | O=c1/c(=C\c2ccc(I)cc2)sc2nc(-c3cccs3)nn12 | -21.1 | 5.8 | 13.1
12 | O=C(c1cnc(-c2ccccn2)s1)N1CCN(CCO)CC1 | -7.3 | 9.2 | .
13 | CCCC(C)NC(=O)C1CCN(S(=O)(=O)c2cc(Cl)ccc2Cl)CC1 (stereo not drawn) | 1.5 | 0.1 | .
14 | CCC(C)(C)NC(=O)c1ccc(-n2nc(C)cc2C)cc1 | 0.7 | -7.5 | -1.5
15 | Cc1c(C)n2c3c(=O)[nH]c(=O)n(C)c3nc2n1C(C)c1ccccc1 (stereo not drawn) | -1.9 | -8.1 | .
16 | OC12CC3CC(C1)CC(c1ccc(N=Cc4cccs4)cc1)(C3)C2 | 9.4 | 5.1 | .
17 | Cc1cccc(C(=O)N2CCC(O)CC2)c1NS(=O)(=O)c1ccccc1C(F)(F)F | -7.9 | 11.3 | .
18 | COc1ccc(-c2nc(CN(Cc3c(C)nn(C)c3C)C3CC3)c(C)o2)c(C)c1C | -2.4 | -12.9 | .
19 | CCNC(=O)[C@@H]1C[C@@H](N)CN1C(=O)c1cccc(-c2cccc(OC)c2)c1 | -6.9 | 20.6 | -16.9
20 | O=[N+]([O-])c1ccc(NN=C2CCCCc3ccccc32)cc1 | -3.7 | 1.6 | .
21 | Cc1cc(C(=O)CSc2nnc(C3CC3)o2)c(C)n1Cc1ccco1 | 3.4 | -1.9 | .
22 | CC(Cn1cccn1)n1cnc2ccc(F)cc2c1=O (stereo not drawn) | -6.7 | 5.6 | .
23 | O=C(NCCO)c1cc2n(n1)CCCN(c1nc3ccccc3s1)C2 | 0.7 | -15.1 | .
24 | CCOC(=O)c1sc2nc(/C=C/c3ccc(OC)c(O)c3)[nH]c(=O)c2c1C | -10.6 | 1.5 | .
25 | CCCCCCc1ccc(C(=O)N2CCCC(C(=O)NC3CCCC[C@H]3NC(=O)c3ccc(F)cc3)C2)cc1 (stereo partly drawn) | -3.0 | 0.3 | 0.4

Individual results from above.
no. 10 | hcGAS inh: -1.7
no. 3 | hcGAS inh: -3.4
no. 2 | NPYLR7 ag: -8.7
no. 15 | hcGAS inh: -1.9

(listing goes on)
no. | SMILES | hcGAS inh | NPYLR7 ag | mcGAS lum
26 | COc1ccc(C(=O)Nc2c3c(nn2CC(=O)NCCc2ccccc2)CSC3)cc1 | -4.8 | -3.2 | -5.1
27 | CN(C)C1CCCN(C(=O)Cn2nnnc2N)CC1 (stereo not drawn) | -7.7 | . | -5.9
28 | c1ccc(Nc2nccc3[nH]c(-c4cccnc4)cc23)cc1 | -5.0 | -5.2 | -3.3
29 | O=C(CSc1nnc(Cc2cccnc2)c(=O)[nH]1)c1cccs1 | -2.9 | -2.6 | .
30 | CCc1ccc(S(=O)(=O)N2CC(=O)Nc3ccccc32)cc1 | -2.2 | 2.4 | .
31 | O=S1(=O)CCN2N=C(SCc3ccc(Cl)cc3)SC2=N1 | -13.0 | -3.1 | .
32 | COc1cnc(NS(=O)(=O)c2ccc(N)cc2)nc1 | -0.8&-8.5 | -9.6&-5.8 | -5.0
33 | COCCOC(=O)C1C(=N)OC2=C(C(=O)CC(C)(C)C2)C1c1cccc([N+](=O)[O-])c1 (stereo not drawn) | -7.8 | -5.8 | -5.7
34 | CCn1c(C2CC(=O)N(c3cc(C)cc(C)c3)C2)nc2ccccc21 (stereo not drawn) | -9.0 | 1.4 | -2.6
35 | OCC1(O)CCCN(Cc2nc3ccccc3s2)CC1 (stereo not drawn) | -13.3 | 6.5 | -14.8
36 | COc1ccc(NC(=O)CCC2CCCN(Cc3ccc(F)c(OC)c3)C2)c(C)c1 (stereo not drawn) | -8.2 | 6.6 | .
37 | CCOC(=O)C1C(=N)Oc2cc(C)n(CC)c(=O)c2C12C(=O)N(Cc1cccc(C)c1)c1ccccc12 (stereo not drawn) | -5.4 | 2.2 | -8.3
38 | COc1cccc(C(=O)Nc2ccc(-n3nc(OC)nc3-c3ccccc3F)cc2)c1 | -3.3 | . | -9.2
39 | OCCC1(NCc2ccc(-n3cccn3)cc2)CCOCC1 | -10.5 | 8.8 | -15.7
40 | CCOC(=O)N1CCN(C(=O)c2ccc(S(=O)(=O)Nc3cccc(C)c3C)cc2)CC1 | -12.9 | 8.2 | -15.4
41 | CCOC(=O)N1CCN(C2CCCN(C(=O)CCc3ccc(F)cc3)C2)CC1 (stereo not drawn) | -10.3 | 19.5 | -13.6
42 | Cc1cc(=O)n(CC(=O)N2CCCC3(CCC(=O)N(C4CC4)C3)C2)nc1C (stereo not drawn) | -12.9 | . | -5.5
43 | CCOC(=O)c1c(C)n(-c2ccc(OCC)cc2)c2c1cc(O)c1ccccc12 | -5.7 | -7.6 | -2.7
44 | Cc1ccc(NC(=O)CN2CN(c3ccccc3)C3(CCN(C(=O)COc4ccccc4)CC3)C2=O)cc1 | -1.4 | -4.4 | 2.9
45 | CCNS(=O)(=O)c1cccc(C(=O)N(C2CC2)C(C)C(C)C)c1 (stereo not drawn) | -13.2 | 11.0 | .
46 | CCc1ccc(-c2noc(CCC(=O)NC(C)c3ccc(S(N)(=O)=O)cc3)n2)cc1 (stereo not drawn) | -3.9 | 5.5 | .
47 | CCNC(=O)NC(=O)CSc1nnc(-c2ccc(OC)cc2)n1CC1CCCO1 (stereo not drawn) | 3.1 | -6.5 | .
48 | CCOc1ccc(C(=O)c2c(N)c(C(=O)Nc3ccccc3)c3ccccn23)cc1 | -7.0 | -4.4 | -7.9
49 | CC1CCc2c(sc3[nH]c(=S)n(CC4CCCO4)c(=O)c23)C1 (stereo not drawn) | -5.4 | 6.1 | -3.6
50 | CCOC(=O)c1nn(-c2ccccc2C)c(=O)cc1NC(=O)c1ccc(-c2ccccc2)cc1 | -1.5 | . | -6.1
51 | CCN1CCN(CC(C)CNC(=O)Nc2cc(OC)ccc2C)CC1 (stereo not drawn) | 4.9 | 4.1 | .
52 | CCn1ccnc1-c1cccc(NC(=O)N[C@@H]2C=C[C@H](CO)C2)c1 | -4.3 | 5.0 | .
53 | CCC(C)CN1CCCC(c2nc(-c3ccncc3)ncc2-c2ccccc2)C1 (stereo not drawn) | -5.3 | 19.2 | -9.3
54 | CC(NC(=O)NCc1ccccn1)c1ccccc1Cl (stereo not drawn) | -9.8 | -6.8 | .
55 | O=C1C2CCCN2C(c2c(F)cccc2Cl)N1c1nccs1 (stereo not drawn) | -7.9 | 2.3 | -7.0
56 | CCOCCOc1nc(-c2cccc(F)c2)n(-c2ccc(NC(=O)C(Cl)c3ccccc3)cc2)n1 (stereo not drawn) | -4.8 | 15.1 | -5.6
57 | O=C1C(C(c2cccs2)N2CCOCC2)Sc2ncnn21 (stereo not drawn) | 7.2 | 1.9 | 0.3
58 | N#CC(=Cc1cc(Br)cc(Br)c1O)c1nc2ccccc2[nH]1 | 1.2 | 5.7 | .
59 | COc1cccc(-c2cc(C(=O)NCCN3CCOCC3)nc3cc(C(C)(C)C)nn23)c1 | -4.8 | 0.8 | -6.1
60 | O=C(CCN1CC(C(=O)O)CC1=O)Nc1cc(F)ccc1F (stereo not drawn) | -7.1 | 31.1 | -10.6
61 | CCn1nnc2c(NCc3cccc(OC)c3)ncnc21 | 5.2 | -2.7 | -1.7
62 | COc1ccc(CNC(=O)Cn2c(=O)c3c(ncn3C)n(C)c2=O)cn1 | -7.4 | 12.5 | .
63 | c1coc(CN=C2NN=C(c3ccc4c(c3)OCCCO4)CS2)c1 | -1.9 | 0.7 | .
64 | CC(C)CN1CC(C(=O)N2CCc3c(ncnc3N(C)C)C2)CC1=O (stereo not drawn) | -11.9 | 12.8 | .
65 | CC(C)c1nccc(CN2CC[C@H](CO)[C@H](O)C2)n1 | -4.2 | 8.2 | .
66 | CCC(NC(=O)c1cccc(OC)c1)C1c2cc(OC)c(OC)cc2CCN1Cc1ccccc1F (stereo not drawn) | -5.8 | 3.4 | -4.4
67 | COC(=O)c1ccc(-c2cc(C(=O)O)c3[nH]c(C)nc3n2)cc1 | -4.6 | 16.7 | -7.9
68 | COc1ccc(S(=O)(=O)N(CC(=O)NC(C(C)C)C(C)C)c2ccc(C)cc2)cc1OC | -1.3 | -16.4 | 1.8
69 | O=C(Nc1ccc(-c2cccc(-c3ccc4c(c3)OCCO4)n2)cc1)c1c(F)c(F)c(F)c(F)c1F | 0.8 | 7.8 | 2.2
70 | O=C(c1csc(-c2cc3ccccc3[nH]2)n1)N1CCN(CCc2ccccc2)CC1 | -3.2 | 10.5 | .
71 | COc1cc(CSc2nnc(NC(C)=O)s2)cc(OC)c1 | -5.3 | 5.4 | -4.2
72 | Cc1cc(C)c2sc(N(CCCN3CCOCC3)C(=O)C3COc4ccccc4O3)nc2c1 (stereo not drawn) | -7.4 | -0.1 | -9.7
73 | O=C(CCN1CCCCO1)NC1CCCN(Cc2ccccc2F)C1 (stereo not drawn) | -7.1 | 16.0 | .
74 | COCCN(Cc1cccc(OS(=O)(=O)c2ccc(F)cc2)c1)C(=O)NC(C)C | -1.7 | 26.4 | -8.6
75 | CC(=O)N1c2ccccc2N=C2CC(C)(C)CC(=O)C2C1c1ccc(Br)s1 (stereo not drawn) | -4.3 | 3.9 | -5.7

Further records
no. | SMILES | hcGAS inh | NPYLR7 ag | mcGAS lum
76 | O=C(Cc1cccc(F)c1)N1CCC(n2cnc3ccc(F)cc32)CC1 | -8.7 | . | -5.8
77 | O=C(CSc1nc(=O)n(CCCN2CCOCC2)c2c1CCCC2)Nc1ccccc1Cl | -10.2 | -1.3 | -7.0
78 | O=S(=O)(NCc1nc2ccccc2s1)N1CCCCCC1 | -4.8 | 1.2 | -6.6
79 | O=C(O)CC(c1ccc(Cl)nc1)c1c[nH]c2ccc([N+](=O)[O-])cc12 (stereo not drawn) | 5.4 | 0.4 | .
80 | CCN(CC)CCCNCc1cnc(SC)nc1N1CCN(c2ccc(F)cc2)CC1 | 0.0 | 2.0 | -3.8
81 | O=C(c1ccco1)N1CCN(c2nc(-c3ccco3)nc3cc(Cl)ccc23)CC1 | -0.4 | -2.1 | -4.6
82 | CSc1cccc(NC(=O)/C=C/c2ccc3c(c2)OCO3)c1 | 1.1 | -6.1 | .
83 | COc1cc(C=CC(=O)Nc2nnc(C3CC3)s2)cc(OC)c1 | 0.5 | 2.2 | -4.2
84 | CC(=O)Nc1ccc(CN2CCn3c(nnc3C(=O)NCC3CC3)C2)cc1 | -2.9 | 8.4 | .
85 | COC(=O)c1nnn(-c2nonc2OC)c1C | -6.4 | 2.5 | .
86 | CO/N=C(/C(=O)NC1CCC(C(C)(C)C)CC1)c1csc(NC=O)n1 (stereo not drawn) | -4.1 | -7.4 | 2.3
87 | O=C(Cc1ccccc1)Nc1c(-c2ccc(F)c(F)c2)nc2ccccn12 | 1.5 | -5.3 | -1.0
88 | COCC1CCCN(C(=O)c2ccc(N3CCN(C)CC3)nc2)C1 (stereo not drawn) | -4.3 | 6.9 | -16.6
89 | CN(C)S(=O)(=O)c1ccc(C(=O)Nc2nc(-c3cccs3)cs2)cc1 | -2.4 | 17.3 | -4.6
90 | OC(c1ccccc1)c1ncc(-c2ccc(Cl)cc2)[nH]1 (stereo not drawn) | -0.4 | 5.4 | .
91 | Cc1cc(=O)oc2c(C(=O)/C=C/c3ccccn3)c(O)ccc12 | -5.6 | 0.3 | .
92 | COc1ccc(C(CC(=O)N2CCC(n3c(=O)[nH]c4ccccc43)CC2)c2c[nH]c3ccccc23)cc1OC (stereo not drawn) | -5.6 | -3.5 | -6.3
93 | O=c1oc2ccccc2cc1-c1csc(NN=Cc2ccccc2)n1 | -4.4 | 9.0 | .
94 | Cc1ccc(S(=O)(=O)N2CCC3(CC2)SCCN3C(=O)c2cccc([N+](=O)[O-])c2)cc1 | -7.7 | -9.7 | -4.7

Shown with one line to a screen: part of the list above
82) CSc1cccc(NC(=O)/C=C/c2ccc3c(c2)OCO3)c1
80) CCN(CC)CCCNCc1cnc(SC)nc1N1CCN(c2ccc(F)cc2)CC1
87) O=C(Cc1ccccc1)Nc1c(-c2ccc(F)c(F)c2)nc2ccccn12
84) CC(=O)Nc1ccc(CN2CCn3c(nnc3C(=O)NCC3CC3)C2)cc1
76) O=C(Cc1cccc(F)c1)N1CCC(n2cnc3ccc(F)cc32)CC1

screen / no.	82	80	87	84	76
hcGAS inh	1.1	0.0	1.5	-2.9	-8.7
NPYLR7 ag	-6.1	2.0	-5.3	8.4	.
mcGAS lum	.	-3.8	-1.0	.	-5.8

Results in sequence from the list.
hcGAS inh for nos. 80–87, in order: 0.0, -0.4, 1.1, 0.5, -2.9, -6.4, -4.1, 1.5
mcGAS lum for nos. 80–87, in order: -3.8, -4.6, ., -4.2, ., ., 2.3, -1.0
NPYLR7 ag for nos. 80–87, in order: 2.0, -2.1, -6.1, 2.2, 8.4, 2.5, -7.4, -5.3
